# HttQ103 aggreg – qHTS Multiplex Assay to Identify Dual Action Probes in a Cell Model of Huntington: Aggregate Formation (GFP); 220,000 tested, 1.1% active; PC12 HttQ103-GFP aggregates, Acumen cytometry, 40 h; Potency, µM (series often up to 46.1 µM), inactives show at the highest dose activity change, negative = inhibition, hits mostly inhibitors; also: % is scaled to controls: 0 for no effect and ±100 for the full control effect; nearly all actives have a fitted effect of over 60% in size
#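 PC12 cells with ecdysone-inducible HTT exon1 Q103-GFP, induced by 100 nM tebufenozide, given compounds in a concentration series. GFP aggregates (1–25 um, 6 SD above background) counted in lysates by laser-scanning cytometry, 488 nm excitation.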
# GAA inhib – qHTS Assay for Inhibitors of Human alpha-Glucosidase as a Potential Chaperone Treatment of Pompe Disease; purified human GAA, 4-MU-alpha-glucoside fluorescence; Potency, µM (top dose mostly 76.9 µM), for the others: at the highest dose activity change, negative = inhibition, hits mostly inhibitors; 200,000 tested, 0.005% active;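 also: plate controls were uninhibited enzyme wells for no effect and no-enzyme background for full effect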
#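 Human alpha-glucosidase, 4 nM, pre-mixed with test compounds before 400 uM 4-methylumbelliferyl substrate; 20 min room temperature at pH 5.0. Fluorescence read after pH 10 stop; AC50 values from Hill-equation fits.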
# GAA spleen mod – qHTS Assay for Inhibitors and Activators of Human alpha-Glucosidase From Spleen Homogenate; 240,000 tested, 0.006% active; Potency, µM (highest dose often 79.9 µM), for inactives: top-dose activity change, negative = inhibition, most hits filed as inhibitors; human spleen homogenate, 4-MU-alpha-glucoside fluorescence; Lysosomal alpha-glucosidase (Homo sapiens), P10253; AID 2112, 2009;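 also: 0% = enzyme with vehicle and -100% = no enzyme basal signal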
#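 Human spleen homogenate (1 ug) with 4-methylumbelliferyl-alpha-D-glucopyranoside (1 mM final) in 50 mM citrate/phosphate pH 5.0, 0.01% Tween-20; 40 min at 37 C. Stopped at pH 10; 4-MU fluorescence Ex 365/Em 440 nm; AC50 by Hill fit.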
# GAA glycogen – qHTS Assay for Inhibitors and Activators of Human alpha-Glucosidase Cleavage of Glycogen | Lysosomal alpha-glucosidase (Homo sapiens), P10253 | recombinant GAA, glycogen substrate, Amplex Red glucose oxidase fluorescence | Potency, µM (series often up to 76.4 µM), inactives show top-dose activity change, negative = inhibition, hits mostly inhibitors | 300,000 tested, 0.38% active | AID 2100, 2009;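 also: 0% = full enzyme reaction and -100% = no-enzyme basal signal; the screen sought inhibitors and activators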
#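 Recombinant enzyme (4 nM final) with compounds titrated up to 77 uM and bovine liver glycogen (30 ug) in citrate pH 5.0, 0.01% Tween-20, 37 C 40 min. Released glucose detected by Amplex Red/glucose oxidase (Ex 573/Em 610); AC50 from Hill fits.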
# IMPase Li cell – qHTS Assay for Identifying the Cell-Membrane Permeable IMPase Inhibitors: Potentiation with Lithium; AID 1457, 2008; CHO-M1 cells, IP1 TR-FRET (IP-One), carbachol + lithium; Potency, µM (titrated, usually from 59.4 µM), for the others: top-dose activity, negative = IMPase inhibition, usual class: inhibitors; 210,000 tested, 0.35% active;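 also: IP1 builds up when IMPase is blocked and the TR-FRET signal falls; plate controls were basal vehicle for no effect and high inhibitor control for full effect; nearly all actives have a fitted effect of over 50% in size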
#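 Test compounds were applied to CHO-M1 cells previously cultured for 16–30 h at 2000 per well. A small lithium amount accompanied them; after 30 min at 37C, IP1 was quantified by TR-FRET.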
# HTT ATP protect – qHTS Multiplex Assay to Identify Dual Action Probes in a Cell Model of Huntington: Cytoprotection (ATP); AID 1471, 2008; Potency, µM (highest dose often 56.4 µM), inactives show cytoprotection (ATP increase), usual class: activators; 230,000 tested, 0.14% active; PC12 HTT-Q103 induced, cytoprotection, ATP luminescence, 40 h;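 also: % of control where 0% means no effect; nearly all actives have a fitted effect of over 45% in size; toxic huntingtin expression switched on by the ecdysone agonist tebufenozide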
#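 Stable PC12 Q103-GFP cells in serum-supplemented, phenol red-free DMEM; induction by tebufenozide at 100 nM final; compound dose series; cell viability quantified luminescently from ATP.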
# RGS12 GoLoco inh – qHTS Assay for Inhibitors of RGS12 GoLoco Motif Activity (Red Fluorophore). Guanine nucleotide-binding protein G(i) subunit alpha-1 (Homo sapiens), P63096. Gai1:RGS12 GoLoco peptide FP, rhodamine, 10 min. Potency, µM (titrated, usually from 61.6 µM), for the others: at the highest dose activity, negative = inhibition, actives largely listed as inhibitors. 230,000 tested, 0.44% active. AID 880, 2007; active = well fitted inhibition curve with a large enough effect, not every such curve was filed as active; inactive = no such curve, though single readings can be large or run the other way; also: % is scaled to controls: 0 for no effect and ±100 for the full control effect; nearly all actives have a fitted effect of over 30% in size; many of its hits are not listed in these tables
# Target sequence (P63096 whole entry, looked up): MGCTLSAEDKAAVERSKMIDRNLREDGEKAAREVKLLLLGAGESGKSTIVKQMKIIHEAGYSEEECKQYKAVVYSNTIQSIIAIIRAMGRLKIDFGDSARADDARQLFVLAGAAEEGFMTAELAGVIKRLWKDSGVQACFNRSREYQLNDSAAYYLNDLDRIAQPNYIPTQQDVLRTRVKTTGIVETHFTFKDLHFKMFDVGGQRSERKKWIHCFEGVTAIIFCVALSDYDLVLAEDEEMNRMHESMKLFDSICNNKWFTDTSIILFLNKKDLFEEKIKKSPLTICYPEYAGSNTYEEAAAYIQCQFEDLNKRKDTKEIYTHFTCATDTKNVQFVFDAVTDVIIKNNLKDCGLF
# * marks the source's active call; other numbers are inactive results; ? = inconclusive; nt = not tested or not shown; [ ] = dose if it differs, or a comment. Unless noted, calls follow the shape of the dose curve; as a rule, active = well fitted curve in the direction sought with a large enough effect; inconclusive = small, poorly fitted or top-dose-only effect, or another doubt; inactive = no such curve, though single readings can be large; an effect the other way counts as inactive or inconclusive. Potency is read from the fitted curve at half-maximal effect. Some of the compounds tested; count on the stated rates, not on these rows.
SMILES | HttQ103 aggreg | GAA inhib | GAA spleen mod | GAA glycogen | IMPase Li cell | HTT ATP protect | RGS12 GoLoco inh
Cc1ccc(C(=O)CSc2nnc(Cn3nnc4ccccc43)n2C)cc1 | -4% | ? | -6% | 4% | 31%[38.3 µM] | 11% | 3%
CCN(CC)CCOC(=O)C(c1ccccc1)C1CCCCC1 (configuration not stated) | 5% | nt | -2% | nt | 38% | ? | 3%
O=C(CSc1nc2ccccc2c(=O)n1-c1ccc(F)cc1F)c1c[nH]c2ccccc12 | ? | ? | -1% | -6% | 10% | 0%[10 µM] | -5%
O=C(O)C1CC1C(=O)N1CCN(c2ccc(Cl)c(Cl)c2)CC1 (configuration not stated) | 14%[9.22 µM] | -10% | -1% | 5% | -12%[38.3 µM] | 0% | -2%
CC(CN1CCCCC1)OC(=O)C1c2ccccc2Oc2ccccc21 (configuration not stated) | 4% | -14% | -7% | 4% | 58%[activator][38.3 µM] | -4% | 15%
O=C1N[C@H](Cc2ccccc2)C(=O)N1Cc1cccc2ccccc12 | nt | nt | 2% | nt | 16% | -1% | 5%
COc1ccc(CN(CCCN2CCOCC2)C(=O)Nc2cccc(Cl)c2)cc1OC | 20% | 3% | -7% | 8% | -4%[38.3 µM] | -5% | 5%
Cc1ccc(NNC(=O)C2CCC2)cc1C | 6%[9.22 µM] | nt | -1% | ? | nt | 22%[10 µM] | -2%
CC(C)N1C(=O)CCC1C(=O)NCc1ccccc1Cl (configuration not stated) | -17% | -11% | 6% | 1% | -5% | -7% | -4%
NC(=O)c1ccccc1NC(=O)Nc1ccc(F)c(Cl)c1 | nt | 2% | 2% | 12% | -11% | nt | 15%
CSc1cccc(NC(=O)NCc2cccc(CNC(=O)Nc3cccc(SC)c3)c2)c1 | -5%[9.22 µM] | nt | 0% | 1% | nt | -25%[10 µM] | 11%
CCn1c(-c2ccccc2)c(C(=O)CC#N)c2ccccc21 | -2% | 4% | 1% | 6% | 7% | 0% | 7%
Cc1cc(C)c2[nH]c(=O)c(C(c3nnnn3CC3CCCO3)N3CCCC(C)C3)cc2c1 (configuration not stated) | 21% | 9% | -21% | -7% | -22% | 18%[10 µM] | -7%
CN(c1ccccc1)S(=O)(=O)c1ccc(C(=O)NCc2cccs2)cc1 | -9%[9.22 µM] | nt | -5% | -7% | nt | -2%[10 µM] | 5%
S=c1nc(C2CCCCC2)[nH][nH]1 | 13% | -17% | 6% | -22% | -5% | -4%[10 µM] | 1%
CCOC(=O)C(C)c1ccc2cc(OC)ccc2c1 (configuration not stated) | 13% | -7% | -22% | 8% | 4%[38.3 µM] | 0% | -4%
COc1cc(NC(=O)CSc2nc(C)cs2)cc(OC)c1 | 15% | -10% | -4% | 11% | 22%[38.3 µM] | -22%[10 µM] | -15%
Cc1ccc(C)c(-n2c(N)c(C(N)=O)sc2=S)c1 | 15% | ? | -2% | 12% | 5%[38.3 µM] | -13% | 13%
O=C(Nc1ccc(O)cc1C(=O)O)c1cccc(Br)c1 | -16% | -3% | -1% | -12% | -10%[38.3 µM] | -17% | -3%
CCC(CC)c1nnc(NC(=O)Oc2ccccc2)s1 | -15% | 0% | -5% | 10% | -2%[38.3 µM] | -9% | 4%
CC1C/C(=N\NC(=O)c2ccc(NS(=O)(=O)c3ccc(Br)cc3)cc2)CC(C)(C)C1 (configuration not stated) | 8% | -9% | 4% | -10% | 2% | 6%[10 µM] | 1%
O=C(c1csnn1)N1CCC2(CC1)CCN(c1cccc(-c3ccccc3)c1)CC2 | nt | nt | -3% | nt | 5% | 26% | 3%
COc1ccccc1NC(=S)N(Cc1ccc(C(=O)O)cc1)Cc1ccc(OC)c(OC)c1 | 8% | 1% | 1% | 0% | -2% | -41%[inhibitor] | -24%
COc1ccccc1Oc1cc(F)nc(N)n1 | 7% | -6% | 5% | 0% | 5%[38.3 µM] | 2% | 1%
COC(=O)c1ccc(/C=N/OCC(=O)NCCc2ccc(OC)c(OC)c2)cc1 | -8% | -7% | nt | 2% | ? | -6% | 9%
Cc1ccccc1-c1nc(CN2CCC(C(=O)NCCCN3CC(C)CC(C)C3)CC2)c(C)o1 (configuration not stated) | ? | 0% | -4% | 5% | 8%[38.3 µM] | -173%[inhibitor][0.074 µM] | 0%
COc1ccccc1NC(=S)N(CCc1ccc(OC)c(OC)c1)Cc1ccccn1 | -4% | 1% | -5% | -1% | 0% | -23% | 15%
COc1ccc(Cl)cc1N(C(=O)Nc1cccc(Cl)c1)C1=NCC(C)S1 (configuration not stated) | 2% | 0% | -5% | 5% | 6% | 15%[10 µM] | 1%
Cc1ccc(-c2cc(C(=O)NCC3CCCO3)c3ccccc3n2)cc1C (configuration not stated) | -5% | ? | -1% | 0% | 2% | -8%[10 µM] | 5%
COc1cccc(Cn2cccc(NC(=O)Nc3ccccc3C)c2=O)c1 | -1%[9.22 µM] | ? | -4% | -19% | 7% | -24%[10 µM] | 7%

# (cont.)
SMILES | HttQ103 aggreg | GAA inhib | GAA spleen mod | GAA glycogen | IMPase Li cell | HTT ATP protect | RGS12 GoLoco inh
COc1ccc(C(C[N+](=O)[O-])c2c(C)cc3ccccn23)cc1 (configuration not stated) | ? | -1% | 7% | -5% | 12% | -5%[10 µM] | 8%
COc1cccc(C(=O)N2CCN(S(=O)(=O)Cc3ccccc3)CC2)c1OC | -27% | -2% | -2% | 6% | 11% | 33%[10 µM] | 5%
C=CCn1c(C)cc(-c2csc(N)n2)c1C | 10% | -2% | -3% | -24% | 36%[activator][38.3 µM] | -18% | 39%[activator]
O=C(CNC(=O)c1ccc(Cl)cc1Cl)Nc1ccc(F)cc1 | -6%[9.22 µM] | nt | 2% | 1% | nt | 3%[10 µM] | 6%
O=C(COc1ncnc2sccc12)Nc1ccc2c(c1)OCCO2 | 6% | 1% | -6% | 5% | -30%[38.3 µM] | 8% | 9%
Cc1cc(C)nc(N/N=C/c2c[nH]c3ccccc23)n1 | 16% | 1% | -1% | ? | 14% | -12% | 12%
O=C(NCc1ccco1)c1ccc2c(=O)n(CCC3=CCCCC3)c(=O)[nH]c2c1 | -13% | -2% | -1% | 5% | -7%[38.3 µM] | 20% | -12%
Cc1ccc(C(=O)NCc2occc2C(=O)O)o1 | 4% | 4% | 7% | 4% | -5%[38.3 µM] | 9% | 2%
COc1ccc(CNc2nc(-c3cccnc3)nn2C(=O)CC(C)C)cc1 | -14% | ? | 3% | -1% | 3% | -5% | -5%
Nc1nonc1-c1noc(-c2ccccc2Br)n1 | -22% | -1% | -3% | 4% | 14%[38.3 µM] | -7%[10 µM] | 3%
Cc1cc(C(=O)C(=O)O)c(C)n1-c1ccc(Cl)c(Cl)c1 | ? | 11% | 4% | 16% | 2% | -3%[10 µM] | 7%
COc1ccc(CNC(=O)CNC(=O)c2c(C)nn(C)c2Cl)cc1 | -10% | 6% | -1% | 10% | -5% | 2%[10 µM] | 2%
CC(=O)c1cccc(N/C=C\c2nnnn2-c2ccc(F)cc2)c1 | -2% | 12% | 1% | 5% | -9% | nt | 2%
COc1ccc(N2CCN(C(=O)c3c(C)nn(-c4ccccc4)c3C)CC2)cc1 | 13% | 5% | -6% | 7% | 24% | 27%[0.074 µM] | -4%
Cc1ccc(S(=O)(=O)N2CCN(Cc3ccccc3C(F)(F)F)CC2)cc1 | -21% | ? | -15% | 1% | 9%[38.3 µM] | -28% | -10%
COC(=O)c1sccc1NC(=O)CSc1ccccc1NS(=O)(=O)c1cc(Cl)ccc1Cl | -2% | 1% | 2% | -4% | 5% | -3%[10 µM] | -6%
CCOc1ncccc1C(=O)Oc1ccc2c(c1)OCO2 | -18% | 4% | -10% | -1% | 16%[38.3 µM] | 20%[10 µM] | 4%
CC(Oc1cccc2c1OC(C)(C)C2)C(=O)O (configuration not stated) | 9% | -6% | 1% | 0% | 3% | 1%[10 µM] | 7%
O=C1NC(Cc2c[nH]c3ccccc23)C(=O)N1c1ccc(F)cc1 (configuration not stated) | 2% | 2% | 9% | 5% | 21%[38.3 µM] | 12% | -3%

# A different layout for 4 compounds above:
CCn1c(-c2ccccc2)c(C(=O)CC#N)c2ccccc21
  HttQ103 aggreg = -2% | GAA inhib = 4% | GAA spleen mod = 1% | GAA glycogen = 6% | IMPase Li cell = 7% | HTT ATP protect = 0% | RGS12 GoLoco inh = 7%

O=C(c1csnn1)N1CCC2(CC1)CCN(c1cccc(-c3ccccc3)c1)CC2
  HttQ103 aggreg = nt | GAA inhib = nt | GAA spleen mod = -3% | GAA glycogen = nt | IMPase Li cell = 5% | HTT ATP protect = 26% | RGS12 GoLoco inh = 3%

COc1ccc(CN(CCCN2CCOCC2)C(=O)Nc2cccc(Cl)c2)cc1OC
  HttQ103 aggreg = 20% | GAA inhib = 3% | GAA spleen mod = -7% | GAA glycogen = 8% | IMPase Li cell = -4%[38.3 µM] | HTT ATP protect = -5% | RGS12 GoLoco inh = 5%

CSc1cccc(NC(=O)NCc2cccc(CNC(=O)Nc3cccc(SC)c3)c2)c1
  HttQ103 aggreg = -5%[9.22 µM] | GAA inhib = nt | GAA spleen mod = 0% | GAA glycogen = 1% | IMPase Li cell = nt | HTT ATP protect = -25%[10 µM] | RGS12 GoLoco inh = 11%

# Looked up above.
# Under IMPase Li cell, Cc1cc(C)nc(N/N=C/c2c[nH]c3ccccc23)n1 is entered as 14%
# Under GAA glycogen, Cc1ccc(S(=O)(=O)N2CCN(Cc3ccccc3C(F)(F)F)CC2)cc1 is entered as 1%
# Under HTT ATP protect, COc1ccc(CNc2nc(-c3cccnc3)nn2C(=O)CC(C)C)cc1 is entered as -5%
# Under GAA spleen mod, Nc1nonc1-c1noc(-c2ccccc2Br)n1 is entered as -3%
# Under HttQ103 aggreg, Cc1ccc(C(=O)NCc2occc2C(=O)O)o1 is entered as 4%
# Under GAA glycogen, C=CCn1c(C)cc(-c2csc(N)n2)c1C is entered as -24%
# Under GAA glycogen, COc1ccc(N2CCN(C(=O)c3c(C)nn(-c4ccccc4)c3C)CC2)cc1 is entered as 7%

# Screening data from PubChem BioAssay.
